# G9a block – G9a (human) methyltransferase inhibition; Q96KQ7; G9a H3K9 monomethylation, AlphaScreen, 2 h; Potency, µM (top dose mostly 102 µM), without a hit: at the top dose activity, negative = inhibition, hits mostly inhibitors; hit rate 8.8% among 350,000; AID 504332; note: % is set by controls: 0 for no effect and ±100 for the full control effect; nearly all actives have a fitted effect of over 75% in size
#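 Signal arises when biotinylated H3K9 peptide, once monomethylated, bridges streptavidin donor and antibody-captured acceptor beads. Enzyme at 20 nM was preincubated 15 min with test compounds; peptide 500 nM and SAM 20 uM then reacted for 2 h.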
# Pin1 inhibitor – inhibitors of human Pin1; Pin1 FP peptide displacement, HiFluor488, 10 min; Potency, µM (top dose mostly 115 µM), for inactives: top-dose activity, negative = inhibition, hits mostly inhibitors; hit rate 0.009% among 390,000; AID 504891; active = well fitted inhibition curve with a large enough effect in the polarisation, with a control signal flat, not every such curve was filed as active; inconclusive = small, poorly fitted or top-dose-only effect, or effect the other way, or a change in a side signal; inactive = no such curve, though single readings can be large or run the other way; the % refers to the polarisation; note: % is set by controls: 0 for no effect and ±100 for the full control effect
# Target sequence (Q13526 whole entry, looked up): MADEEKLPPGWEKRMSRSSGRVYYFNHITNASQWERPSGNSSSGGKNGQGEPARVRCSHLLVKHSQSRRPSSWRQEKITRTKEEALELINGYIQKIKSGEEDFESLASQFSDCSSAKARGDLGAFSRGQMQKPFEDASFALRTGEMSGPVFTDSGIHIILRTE
# HP1b binding inh – HP1-beta chromodomain-methylated histone interaction inhibition; hit rate 0.56% among 390,000; Potency, µM (highest dose often 114 µM), for the others: at the highest dose activity change, negative = inhibition, actives largely listed as inhibitors; AID 540317; P83916; AlphaScreen HP1-beta / biotin-H3K9me3 peptide binding; note: nearly all actives have a fitted effect of over 70% in size; inactives centre near 23
#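 HP1-beta protein (50 nM final) preincubated 30 min at room temperature with biotinylated H3(1-18)K9me3 peptide (50 nM) in PBS pH 7.4, 0.01% Tween-20, then compound added for 30 min. AlphaScreen streptavidin donor/nickel chelate acceptor beads (10 ug/mL final), 30 min dark, luminescence read.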
# JMJD2A Tudor inh – inhibitors of human JMJD2A Tudor domain | O75164 | AlphaScreen JMJD2A-Tudor / H3K4me3 peptide binding | Potency, µM (titrated, usually from 114 µM), inactives show at the highest dose activity change, negative = inhibition, hits mostly inhibitors | hit rate 4.4% among 390,000; note: % is set by controls: 0 for no effect and ±100 for the full control effect; nearly all actives have a fitted effect of over 50% in size
# BAZ2B inh – blocks human BAZ2B; Q9UIF8; AlphaScreen BAZ2B-H3K14Ac peptide displacement; Potency, µM (top dose mostly 114 µM), for inactives: top-dose activity change, negative = inhibition, usual class: inhibitors; hit rate 4.4% among 360,000; note: % is set by controls: 0 for no effect and ±100 for the full control effect; nearly all actives have a fitted effect of over 60% in size
#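 Multi-concentration screen (max 110 uM) measuring displacement of acetylated histone H3 peptide from BAZ2B by AlphaScreen, using 50 nM protein, 50 nM peptide and 10 ug/mL streptavidin donor plus Ni-chelate acceptor beads.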
# BLM inh – inhibitors of human Bloom syndrome helicase BLM | P54132 | Potency, µM (titrated, usually from 56.1 µM), inactives show at the highest dose activity change, negative = inhibition, usual class: inhibitors | recombinant BLM DNA unwinding, fluorescence dequenching | AID 2528 | hit rate 0.2% among 350,000;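 note: plate controls were vehicle for no effect and no enzyme for full effect; nearly all actives have a fitted effect of over 35% in size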
# POLI inh – inhibitors of human DNA polymerase iota; Q9UNA4; AID 588590; Potency, µM (series often up to 115 µM), inactives show at the highest dose activity, negative = inhibition, hits mostly inhibitors; hit rate 1% among 390,000; Pol iota fluorescent replication assay, 10 min
# Target sequence (Q9UNA4 whole entry, looked up): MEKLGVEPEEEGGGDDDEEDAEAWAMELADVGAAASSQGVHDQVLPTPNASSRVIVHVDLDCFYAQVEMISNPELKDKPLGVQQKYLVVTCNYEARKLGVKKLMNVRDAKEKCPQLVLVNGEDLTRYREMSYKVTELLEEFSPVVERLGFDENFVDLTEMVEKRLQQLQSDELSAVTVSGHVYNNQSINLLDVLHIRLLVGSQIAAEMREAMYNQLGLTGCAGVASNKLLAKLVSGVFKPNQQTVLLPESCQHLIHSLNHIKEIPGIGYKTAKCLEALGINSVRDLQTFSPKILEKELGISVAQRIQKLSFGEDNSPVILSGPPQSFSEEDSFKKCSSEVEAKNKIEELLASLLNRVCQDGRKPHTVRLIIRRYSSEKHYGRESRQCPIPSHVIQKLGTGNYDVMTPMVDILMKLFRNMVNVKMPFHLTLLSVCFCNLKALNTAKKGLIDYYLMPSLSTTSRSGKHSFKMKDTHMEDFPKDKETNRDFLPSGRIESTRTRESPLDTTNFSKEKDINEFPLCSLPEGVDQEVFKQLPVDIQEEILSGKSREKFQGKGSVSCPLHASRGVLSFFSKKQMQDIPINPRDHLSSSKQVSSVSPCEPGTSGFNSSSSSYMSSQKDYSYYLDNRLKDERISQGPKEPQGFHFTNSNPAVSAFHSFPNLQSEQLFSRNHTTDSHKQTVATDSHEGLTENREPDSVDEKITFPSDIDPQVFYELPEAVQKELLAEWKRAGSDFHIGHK
#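 Fluorescent replication assay read twice, at 0 min and 10 min after adding 50 nM (final) substrate. Enzyme (10 nM) and compounds were first incubated 15 min at room temperature; enzyme-free buffer wells were negative controls.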
# PGK inhibitor – inhibitors of T. brucei phosphoglycerate kinase. Potency, µM (doses to about 57.5 µM), for inactives: at the highest dose activity change, negative = inhibition, most hits filed as inhibitors. AID 602233. P07378. hit rate 0.043% among 380,000. PGK/GAPDH coupled, Kinase-Glo luminescence, 60 min; note: % is set by controls: 0 for no effect and ±100 for the full control effect; nearly all actives have a fitted effect of over 60% in size
#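 Recombinant glycosomal PGK reaction used 1,3-bisphosphoglycerate generated in-well by GAPDH (100nM final) in 100mM TEA pH 7.6, 5mM MgCl2, 0.01% Tween-20. After 60 minutes at room temperature, ATP was read by Kinase-Glo Plus luminescence end-point.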
# GLS inh – inhibitors of human glutaminase (GLS). O94925. Potency, µM (doses to about 45.5 µM), without a hit: top-dose activity change, negative = inhibition, hits mostly inhibitors. hit rate 0.21% among 410,000. AID 624170. GLS enzymatic activity, qHTS titration; note: % is set by controls: 0 for no effect and ±100 for the full control effect
#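 Read-out is an Amplex red fluorescence increase coupled through glutamate oxidase and HRP, measured before and after 30 min room-temperature incubation. hKGA is in 45 mM KH2PO4 (pH 8.2) with 0.02% Tween-20; glutamine added as 1mM solution.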
# The depositor's hits bear a star; i = inactive; ? = inconclusive; · = not tested or not shown; [ ] = remark or other dose. Unless noted, calls come from the whole dose curve; as a rule, active = well fitted curve in the direction sought with a large enough effect; inconclusive = small, poorly fitted or top-dose-only effect, or another doubt; inactive = no such curve, though single readings can be large; an effect the other way counts as inactive or inconclusive. Potency is the fitted concentration of half-maximal effect.
SMILES,G9a block,Pin1 inhibitor,HP1b binding inh,JMJD2A Tudor inh,BAZ2B inh,BLM inh,POLI inh,PGK inhibitor,GLS inh
O=S(=O)(N/N=C1/CCCc2ccccc21)c1ccc(Br)cc1,?,3%,41%[activator],-3%,7%,-5%,-11%,0%,-4%
CCCC(=O)Nc1sc(-c2ccccc2)c(-c2ccccc2)c1C(=O)O,·,6%,-13%,-20%,·,·,-13%[58.9 µM],-6%,2%
CCOc1ccc(CC(=O)NCc2ccc3c(c2)CCN3C(=O)c2ccccc2)cc1OCC,-3%[59 µM],-9%,9%,-25%,-13%,-3%,43%[activator],-6%,-2%
N#Cc1c(N)nc2c(c1-c1ccc3c(c1)OCO3)CCCCCC2,-12%[59 µM],-4%,18%,5%,-1%,-5%,0%,2%,8%
CC1=CS(=O)(=O)CC1Sc1nc2ccccc2[nH]1 (stereo not given),·,0%,26%,?,?,2%,·,·,12%
Cc1ccc(S(=O)(=O)N(C)C)cc1-n1c(SCC(=O)Nc2ccc(F)cc2)nc2ccccc2c1=O,?,9%,24%,-15%,-1%,-3%,-8%,-5%,5%
O=C1NC2CCCCC2C(=O)N1OS(=O)(=O)c1ccccc1 (stereo not given),·,?,50µM*,?,·,·,?,i,-27%
CC(c1ccco1)N(C(=O)c1ccc(C#N)cc1)c1ccccn1 (stereo not given),19%[12.7 µM],-2%,34%[activator],-17%,4%,0%,6%,-8%,2%
Cn1c(=O)c2c(ncn2CC(=O)N/N=C/C(Cl)=C/c2ccccc2)n(C)c1=O,19%[59 µM],4%,-4%,-29%,-24%,1%,10%,i,1%
O=C(NCc1ccccn1)c1ccccc1OCc1ccc(F)cc1,9%,1%,36%,-5%,9%,·,14%,-5%,0%
CCOc1ccc(/C(CCC(=O)O)=N/NC(=S)NCCc2ccccc2)cc1,-1%,7%,2%,-29%,-36%,-11%,76%[activator],-2%,?
O=C(OCC(=O)c1c[nH]c2ccccc12)c1cccc([N+](=O)[O-])c1,22%[12.7 µM],2%,0%,?,-8%,·,-18%,i,-1%
CC(C)(C)N/N=C1\CC(c2ccccc2)Oc2ccccc21 (stereo not given),?,0%,23%,-9%,12%,2%,35%[activator],-11%,17%
Cc1ccc(-n2c(C)cc(C(=O)CN3CCOCC3)c2C)cc1C,-33%,-5%,9%,-35%,-33%,-4%,12%,i,-4%
COc1ccc(-c2cc(C(F)F)n3ncc(C(=O)Nc4cc(C)on4)c3n2)cc1,·,-3%,10%,-7%,79µM*,-18%,47%[activator],9%,0.71µM*
Cc1cccc(NC(=O)CSc2nnnn2-c2cccnc2)c1,10%[59 µM],-2%,20%,-7%,-3%[57.1 µM],-12%,4%,-9%,-12%
N#C/C(=C\c1ccc([N+](=O)[O-])cc1)c1ccccn1,?,3%,10%,-17%[57.1 µM],-34%,-6%,91%[activator],9%,-9%
Cn1c(CCC(=O)Nc2ccccc2F)nnc1SCC(=O)Nc1ccccc1Cl,1%,-1%,50%[activator],-15%,0%,4%,-2%,-14%,-2%
CCc1[nH]nc(C(=O)N2CCCC(Nc3ccc(C(C)C)cc3)C2)c1C (stereo not given),19%,-1%,21%[57 µM],-14%,7%,-2%,24%,-9%,0%
Cc1ccc(C(C(=O)NC2CCCCC2)N2CCN(C(=O)c3ccco3)CC2)cc1 (stereo not given),24%,2%,11%,-17%,6%[57.1 µM],-5%,27%,1%,-4%
COc1cccc(C=NN2CCCCCC2)c1OC,·,-5%,?,56µM*,·,·,27%,-9%,1%
CCCCN(C(=O)NC(=O)Nc1cccc(C)c1C)S(C)(=O)=O,-4%[12.7 µM],-4%,11%,-19%,-39%,-3%,1%,-1%,24%
CCSc1nc2nccnc2c(=O)[nH]1,·,-7%,25%,-8%,·,·,75%[activator],-3%,1%
O=S1CCCSC1c1cccnc1 (stereo not given),3%[12.7 µM],-2%,23%,-15%,0%,-1%,2%[58.9 µM],-7%,-2%
O=C(Oc1ccc(-c2ccccc2)cc1)C1C2CCCCC21 (stereo not given),-1%[59 µM],-3%,58%[activator],22%,6%,4%,35%[activator],-10%,5%

# Part of the list above in order of count of non-hydrogen atoms, rising:
SMILES,G9a block,Pin1 inhibitor,HP1b binding inh,JMJD2A Tudor inh,BAZ2B inh,BLM inh,POLI inh,PGK inhibitor,GLS inh
O=S1CCCSC1c1cccnc1 (stereo not given),3%[12.7 µM],-2%,23%,-15%,0%,-1%,2%[58.9 µM],-7%,-2%
CCSc1nc2nccnc2c(=O)[nH]1,·,-7%,25%,-8%,·,·,75%[activator],-3%,1%
COc1cccc(C=NN2CCCCCC2)c1OC,·,-5%,?,56µM*,·,·,27%,-9%,1%
CC(C)(C)N/N=C1\CC(c2ccccc2)Oc2ccccc21 (stereo not given),?,0%,23%,-9%,12%,2%,35%[activator],-11%,17%
Cc1cccc(NC(=O)CSc2nnnn2-c2cccnc2)c1,10%[59 µM],-2%,20%,-7%,-3%[57.1 µM],-12%,4%,-9%,-12%
O=C(OCC(=O)c1c[nH]c2ccccc12)c1cccc([N+](=O)[O-])c1,22%[12.7 µM],2%,0%,?,-8%,·,-18%,i,-1%
O=C(NCc1ccccn1)c1ccccc1OCc1ccc(F)cc1,9%,1%,36%,-5%,9%,·,14%,-5%,0%
CCc1[nH]nc(C(=O)N2CCCC(Nc3ccc(C(C)C)cc3)C2)c1C (stereo not given),19%,-1%,21%[57 µM],-14%,7%,-2%,24%,-9%,0%
CCOc1ccc(/C(CCC(=O)O)=N/NC(=S)NCCc2ccccc2)cc1,-1%,7%,2%,-29%,-36%,-11%,76%[activator],-2%,?
COc1ccc(-c2cc(C(F)F)n3ncc(C(=O)Nc4cc(C)on4)c3n2)cc1,·,-3%,10%,-7%,79µM*,-18%,47%[activator],9%,0.71µM*
Cc1ccc(C(C(=O)NC2CCCCC2)N2CCN(C(=O)c3ccco3)CC2)cc1 (stereo not given),24%,2%,11%,-17%,6%[57.1 µM],-5%,27%,1%,-4%
CCOc1ccc(CC(=O)NCc2ccc3c(c2)CCN3C(=O)c2ccccc2)cc1OCC,-3%[59 µM],-9%,9%,-25%,-13%,-3%,43%[activator],-6%,-2%

# Continued.
SMILES,G9a block,Pin1 inhibitor,HP1b binding inh,JMJD2A Tudor inh,BAZ2B inh,BLM inh,POLI inh,PGK inhibitor,GLS inh
CN(CCc1ccccc1)C1CCCN(S(=O)(=O)N(C)C)C1 (stereo not given),·,2%,25%,-17%,6%,3%,35%,?,-22%
CCOC(=O)c1ccc(Oc2ccc(C(F)(F)F)cn2)cc1,119%[activator],2%,167%[activator],72%[activator],93%[activator],-7%,-10%,·,-1%
O=C(O)c1ccc(C(=O)c2cc([N+](=O)[O-])cc([N+](=O)[O-])c2)cc1,·,-3%,12%[57 µM],-25%,·,·,9%,3%,-4%
CCc1ccccc1NC(=O)c1cc(-c2ccc(F)cc2)on1,6%[59 µM],-7%,4%[57 µM],-15%,-29%,-3%,?,i,-2%
Cc1ccsc1CN(C)C(=O)CN1C(=O)NC(c2ccccc2)(c2ccccc2)C1=O,11%[2.33 µM],11%,9%,-31%,-21%,·,31%,-8%,0%
CC1CCCN(S(=O)(=O)c2ccc(C(=O)Nc3nnc(-c4ccncc4)o3)cc2)C1 (stereo not given),1%,-1%,30%,-36%,·,7%,-8%,-4%,0%
O=C(Cn1c(-c2cscn2)nc2ccccc21)Nc1ccc2ccccc2c1,-8%[12.7 µM],4%,14%,?,-28%,-12%,?,-6%,-5%
O=C(C1CCCN1C(=O)c1cccs1)N1CCN(Cc2ccc3c(c2)OCO3)CC1 (stereo not given),-10%[59 µM],-6%,29%,-3%,17%,-9%,34%[activator],-6%,-3%
Cc1ccc(N2CCN(C(=O)C3CCCN(c4ncnc5c4nc4n5CCCCC4)C3)CC2)c(C)c1 (stereo not given),22%,-2%,-4%[57 µM],-23%,-29%,-2%,?,8%,0%
O=C(N/N=C/c1ccc([N+](=O)[O-])cc1)c1cccc(N2CCCC2=O)c1,?,-7%,11%,-10%,79µM*,-4%,34%[activator],i,4%
O=C(c1ccc(OC2CCN(Cc3cccc(OCCO)c3)CC2)cc1)N1CCCC1,·,-1%,13%,-18%,-22%,1%,40%[activator],i,-7%
COc1ccccc1CNS(=O)(=O)c1ccc2c(c1)N(C(C)=O)CC(C)S2 (stereo not given),2%,-8%,24%,-12%,-19%,1%,38%,-11%,1%
O=C(Cn1cnc([N+](=O)[O-])n1)N/N=C/c1ccc(O)cc1O,-30%,2%,34%,63µM*,28µM*,6%,20%,i,6%
Cc1ccc(-c2cc(C(=O)Nc3ccc(S(=O)(=O)Nc4onc(C)c4C)cc3)[nH]n2)c(O)c1,?,-2%,0%,-17%,-19%,2%,-1%,1%,1%
COc1ccc(Br)cc1S(=O)(=O)Nc1cccc(C)n1,10%[12.7 µM],-3%,8%,-12%,-22%,-9%,93%[activator],-6%,-2%
CN(C)/C=C1\C(=O)N(c2ccc(Oc3ccccc3)cc2)CS1=O (stereo not given),9%[59 µM],0%,-1%,-12%,10%,4%,5%,-6%,-5%
O=C(C[n+]1cccc2ccccc21)c1ccc(Br)cc1,7%,?,17%,-9%,-26%,3%,-4%,-9%,4%
Cn1c(CCN2CCCCC2)nc2cc(NC(=O)C3CCCCC3)ccc21,-3%,-4%,13%,2%,23%,-7%,8%,i,6%
COc1ccc(OC)c(NC(=O)C2CCN(S(=O)(=O)c3c(C)noc3/C=C/c3ccc(C)cc3)CC2)c1,-20%[59 µM],9%,15%[57 µM],-23%,-15%,-7%,-19%,i,-4%
CCOc1ccccc1NC(=O)C1CC(=O)n2ncnc2N1 (stereo not given),-44%[59 µM],-6%,30%,-17%,3%,-1%,-14%,-7%,-18%

# This is a subset. The share of hits here may be higher or lower than overall.
